# Assay outcomes as filed in PubChem BioAssay.
# XIAP displacement – small molecules displacing peptide from XIAP – biochemical, IAP family, fluorescence polarization (AID 1018); XIAP BIR domain, fluorescence polarization peptide displacement; higher % means a stronger effect; displacement, % at 20 µM; hits with a dose series show IC50 in µM; actives 0.007% (n = 200,000); in the data active means displacement above about 50%; further: a part of the inactive calls stands beside numbers as strong as those of hits
# Dynein cargo inh – dynein cargo transport inhibition; 3617.4 mouse cells, GR-EGFP nuclear translocation imaging; test concentration mostly 20 µM; stimulated with dexamethasone, 1 µM; hits give low values; z-score, hits read low; actives 0.47% (n = 220,000);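 active means plate z-score of nuclear minus cytoplasmic receptor signal below a set negative limit, without overly bright fluorescence or cell loss, cut at about -3.5 in these data, passing the limit was not always enough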;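 further: z-score of nuclear minus cytoplasmic ring GR-EGFP intensity difference per well; some compounds called inactive have numbers as strong as hits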
#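 Buffer or medium – tet-free medium with charcoal-stripped serum · Signal – automated 10x imaging of fixed Hoechst-stained cells · Also added – dexamethasone agonist, 1.0 µM final, for 30 min · Incubation – induction 48 h, compound 1 h, agonist 30 min · Read-out – GR-EGFP nuclear translocation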
# Autophagy HCS – modulators of autophagy | AID 463193 | MEF GFP-LC3 puncta imaging; test concentration mostly 10 µM | actives 0.98% (n = 190,000) | calls only at 10 µM (by protocol);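 active means percentage of spot-positive cells more than 3 SD above its plate mean, without a fluorescence outlier flag or 80% toxicity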;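 further: spot-positive cell cutoff set from DMSO-treated cells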
# bCat nuc transl – beta-catenin nuclear translocation modulation; HeLa beta-catenin nuclear translocation, immunofluorescence imaging; nuclear translocation activity, % at 5 µM; actives 0.3% (n = 190,000); AID 1665;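 active means nuclear translocation activity above 50% at 5 µM, with a well cell count of 50 or more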;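 further: per-cell ratio of nuclear to cytoplasmic median beta-catenin stain intensity; plate controls were DMSO negative control for no effect and GSK-3 inhibitor IX positive control for full effect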
#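 assay system = human HeLa cells, endogenous beta-catenin | times = compound treatment 24 h, 37°C, 5% CO2 | detection = Anti-beta-catenin immunofluorescence on PFA-fixed, Triton-permeabilized cells, DAPI nuclei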
# Insulin prom up – MIN6 insulin promoter up-regulation; MIN6 insulin promoter-GFP reporter, high-content imaging; hits give high values; z-score at 5 µM; actives 0.3% (n = 190,000); AID 1625;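 active means z-score above 3 at 5 µM with at least 500 cells counted in the well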
# MT stabilize HCS – stabilizes microtubules in HeLa cells | HeLa tubulin immunostaining HCS, 24 h; share of cells brighter than vehicle mean+2SD | % tubulin-high responders, % at 10 µM | actives 0.83% (n = 200,000);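 active means plate Z-score above 3 for both tubulin-high and condensed-nucleus cell shares, with cell loss under 80%, at 10 µM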;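 further: anti alpha tubulin signal scored within the nucleus-defined area of each cell; some results filed as inactive read as strong as hits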
# Hep lipid drop – modulators of hepatic lipid droplet formation; AML12 mouse hepatocytes, oleate lipid droplets, BODIPY imaging; inhibition, % at 6.5 µM; actives 0.4% (n = 240,000);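 active means lipid droplet intensity inhibited by at least 50%, with more than 500 cells counted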
#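 Technique: fluorescence imaging, 20x objective, two fields per well / Assay system: AML12 hepatocytes (mouse) / Measure: % inhibition of lipid droplet signal / Doses: 6.5 µM single-point dosing / Incubation: overnight exposure / Reagent: 100 µM oleic acid challenge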
# ER stress rescue – rescue of cells from ER stress-induced death, primary screen, 384-well, CSM14.1, thapsigargin, ATP luminescence (AID 1222). one-dose cellular ATP content (survival), % at 20 µM; EC50 in µM for titrated hits. CSM14.1 thapsigargin-induced death rescue, ATP luminescence; higher % means a stronger effect. 190,000 tested, under 10 active;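 active means EC50 below 50 µM in the dose-response confirmation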;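 further: death triggered by thapsigargin at about 15 µM added after 2 h compound pretreatment; cell ATP read after overnight thapsigargin exposure of roughly 18 to 22 hours; normalized against plate controls of thapsigargin alone and 5% DMSO vehicle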
# WT yeast gro inh – growth inhibition of WT yeast, mitochondrial fusion screen | mitochondrial fusion phenotypic screen, WT strain | actives 2.1% (n = 190,000) | inhibition, % at 10 µM; in the data active means inhibition above about 58%; tested in S. cerevisiae
# WT yeast gro inh mutant strain – recorded beside WT yeast gro inh, whose call it bears; inhibition, %; mitochondrial fusion phenotypic screen, mutant strain inhibition
# Dynein cargo inh cytoplasmic EGFP – recorded beside Dynein cargo inh, whose call it bears; z-score; measured here: cytoplasmic GR-EGFP intensity; hits give high values
# Dynein cargo inh nuclear GR-EGFP – recorded beside Dynein cargo inh, whose call it bears; z-score; measured here: nuclear GR-EGFP intensity;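 lower value marks the stronger effect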
# Dynein cargo inh cell count – also measured in Dynein cargo inh; calls as there; z-score; measured here: cell count per field
# Insulin prom up cell count – further read-out of Insulin prom up, marked with its call; cell count; measured here: cytotoxicity, nuclei count;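 total cells summed across four imaged fields per well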
# Hep lipid drop cells 6.5 µM – second read-out of Hep lipid drop, no call of its own (marks repeat the call); cell count; measured here: cell count, cytotoxicity flag;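 cells counted across two imaged fields per well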
# bCat nuc transl cell count 5 µM – second read-out of bCat nuc transl, no call of its own (marks repeat the call); cell count; measured here: cell count, cytotoxicity flag
# MT stabilize HCS Hoechst-high % – recorded beside MT stabilize HCS, whose call it bears; % Hoechst-high responders; measured here: nuclear condensation Hoechst responders;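 share of cells brighter than vehicle mean plus two SD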
# MT stabilize HCS cytotoxicity % – recorded beside MT stabilize HCS, whose call it bears; toxicity, %; measured here: cytotoxicity by cell density;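 0% = mean cell density of plate MIN control wells and 100% = no cells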
# Autophagy HCS cell loss 18 h – further read-out of Autophagy HCS, marked with its call; toxicity, %; measured here: cell loss, nuclei count;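 cell loss after 18 h compound exposure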
# Active calls of the source: *; i = inactive; . = not tested or not shown. This is a random part of the collection (roughly 4% active in at least one column).
# Start of the data: the first 2 entries, ahead of the listing:
SMILES,XIAP displacement,Dynein cargo inh,Dynein cargo inh cytoplasmic EGFP,Dynein cargo inh nuclear GR-EGFP,Dynein cargo inh cell count,Autophagy HCS,Autophagy HCS cell loss 18 h,bCat nuc transl,bCat nuc transl cell count 5 µM,Insulin prom up,Insulin prom up cell count,MT stabilize HCS,MT stabilize HCS Hoechst-high %,MT stabilize HCS cytotoxicity %,Hep lipid drop,Hep lipid drop cells 6.5 µM,ER stress rescue,WT yeast gro inh,WT yeast gro inh mutant strain
O=C(CSc1nc2ccccc2c(=O)n1-c1ccc(SC(F)F)cc1)Nc1ccc(N2CCOCC2)cc1,-8.7%,-0.378,-0.292,0.0911,0.594,i,28.8,0.1,1531,-0.3,1347,5.9,7.0,12.9,-2.7,580,-0.3%,-15.7,9.3
Clc1ccc(CN2C3=NCCN3c3ccccc32)cc1,-3.5%,-0.809,-0.254,-0.241,0.31,i,-6.3,-5.6,991,-2.17,1291,5.8,2.3,4.7,.,.,-5.9%,2.8,-22.0

# The whole of this part, previewed entries included:
SMILES,XIAP displacement,Dynein cargo inh,Dynein cargo inh cytoplasmic EGFP,Dynein cargo inh nuclear GR-EGFP,Dynein cargo inh cell count,Autophagy HCS,Autophagy HCS cell loss 18 h,bCat nuc transl,bCat nuc transl cell count 5 µM,Insulin prom up,Insulin prom up cell count,MT stabilize HCS,MT stabilize HCS Hoechst-high %,MT stabilize HCS cytotoxicity %,Hep lipid drop,Hep lipid drop cells 6.5 µM,ER stress rescue,WT yeast gro inh,WT yeast gro inh mutant strain
O=C(CSc1nc2ccccc2c(=O)n1-c1ccc(SC(F)F)cc1)Nc1ccc(N2CCOCC2)cc1,-8.7%,-0.378,-0.292,0.0911,0.594,i,28.8,0.1,1531,-0.3,1347,5.9,7.0,12.9,-2.7,580,-0.3%,-15.7,9.3
Clc1ccc(CN2C3=NCCN3c3ccccc32)cc1,-3.5%,-0.809,-0.254,-0.241,0.31,i,-6.3,-5.6,991,-2.17,1291,5.8,2.3,4.7,.,.,-5.9%,2.8,-22.0
Cc1ccc(C(=O)OC(C)CN2CCOCC2)cc1 (stereo not drawn),-8.2%,-0.741,-0.21,-0.341,0.407,i,-8.9,1.9,1015,1.48,1253,2.6,2.6,10.6,-44.9,688,.,-1.7,14.3
Cn1cnc2cc(NC(=O)c3cccs3)ccc21,-9.5%,0.268,-0.339,-0.444,-0.791,i,5.7,-1.4,1035,-0.3,1372,2.3,2.2,5.3,-12.3,727,-2.6%,-4.3,16.2
NC(CCCCCP(=O)(c1ccccc1)c1ccccc1)C(=O)O (stereo not drawn),.,0.568,-0.201,0.274,-0.0774,.,.,-4.4,1193,-0.67,1498,.,.,.,12.5,711,.,.,.
CCN(C(=O)c1ccc2c(OC)n(CC)nc2c1)c1ccc(OC)cc1,-4.9%,-0.388,-0.217,0.31,1.18,i,13.4,-0.9,1327,-0.39,1522,3.0,2.2,4.7,.,.,-1.0%,-1.9,-4.6
COc1ccc(Cn2ccc(=O)c(Cc3c(Cl)cccc3Cl)c2C)cc1,-7.9%,0.0397,-0.171,0.0108,0.128,i,-2.4,-0.2,1274,0.22,1641,2.6,1.3,4.8,.,.,1.1%,10.3,4.4
O=C(NCc1cccs1)C1CCCN1S(=O)(=O)c1ccccc1F (stereo not drawn),-6.5%,0.309,-0.214,-0.00777,0.446,i,8.1,-2.9,1202,-0.77,1257,3.0,2.9,7.8,.,.,-2.2%,9.1,0.8
CCOC(=O)C/C(C)=N/NC(=O)c1cccs1,-0.5%,0.238,-0.22,0.749,-0.0235,i,12.6,5.1,1357,-0.43,1571,2.5,2.3,7.7,.,.,-1.3%,-17.5,4.5
N=C1/C(=C\c2coc3ccc(O)cc3c2=O)C(=O)N=C2SC=CN12,.,0.44,-0.228,0.198,0.308,.,.,1.3,1082,-0.12,1299,.,.,.,-4.9,724,.,.,.
Cc1ccc(C2C=C(c3ccc4c(c3)OCO4)Nc3ncnn32)cc1 (stereo not drawn),-1.2%,0.4,-0.302,0.321,0.0537,i,12.6,.,.,.,.,4.5,3.1,11.3,.,.,-0.6%,8.3,0.9
CCOC(=O)N1CCN(C(=O)COc2ccc(Cl)c(C)c2)CC1,-8.0%,0.44,-0.344,-0.372,-0.237,i,-1.4,0.7,1082,-0.1,1458,1.2,1.8,2.6,-5.3,699,-0.6%,-12.2,-7.9
CC1(C)Cc2nc3sc4c(SCC(=O)O)ncnc4c3cc2CO1,.,-0.728,-0.236,-0.399,0.587,.,.,0.2,1325,0.33,1080,.,.,.,-11.5,673,.,.,.
CC(=O)NC1C2CN3CCN(C2)CC1(Cc1ccccc1)C3 (stereo not drawn),-1.6%,-1.24,-0.266,0.0348,0.798,i,4.7,-6.0,604,0,1220,1.8,1.9,5.3,19.4,755,-1.9%,-2.8,-18.6
CC(=O)Nc1ccc(NCC(O)COc2ccccc2)cc1 (stereo not drawn),-3.1%,-0.335,0.637,0.213,0.483,i,0.2,-0.7,1169,-0.33,903,1.3,1.5,7.5,-9.3,718,-0.5%,1.5,5.1
CC1CCCN(S(=O)(=O)c2ccc3c(c2)CCN3C(=O)C2CCC2)C1 (stereo not drawn),-0.1%,0.452,-0.21,0.338,0.244,i,-0.1,-0.8,1006,-0.21,1204,3.6,1.5,1.7,-3.5,762,0.6%,9.2,18.9
CCNC(=S)N1CCN(S(=O)(=O)c2ccc(C)cc2)CC1,-4.1%,0.514,-0.297,-0.32,-0.0192,i,-1.7,-0.5,1062,-0.66,1242,2.0,3.0,4.3,-1.0,692,-0.8%,-9.4,-5.4
CC(=O)Nc1ccc(Sc2ncnc3scc(-c4ccccc4)c23)cc1,-4.1%,0.371,-0.265,0.298,0.00792,i,16.4,0.7,1039,1.11,1502,2.2,2.2,8.9,0.7,606,1.8%,78.6*,71.1*
CC(C)OC(=O)c1ccc(NC(=O)c2ccco2)cc1,-0.4%,-0.652,-0.147,-0.376,0.192,i,-1.2,0.3,1159,-0.67,797,1.9,1.6,5.9,0.1,772,-2.2%,-9.8,13.1
COc1cc(/C=N/NC(=O)c2cc(-c3ccc4c(c3)OCO4)n[nH]2)ccc1O,0.2%,-0.786,-0.304,-0.662,0.7,i,-11.0,1.0,1002,-0.08,1483,3.1,3.8,8.6,-1.0,712,-2.9%,12.3,-2.8
COc1ccccc1/C=C/C(=O)OCCN1CCOCC1,0.3%,-0.672,-0.269,-0.375,1.44,i,1.7,1.7,1089,0.09,1464,2.0,2.8,4.5,6.9,663,-1.6%,0.7,14.9
COCCn1c(=O)[nH]c2cc(C(=O)NCCN3CCN(c4ccc(OC)cc4)CC3)ccc2c1=O,-10.2%,1.13,0.414,0.831,1.29,i,-7.3,1.3,941,1.09,1154,5.0,1.9,3.3,12.5,716,-0.3%,11.1,2.1
O=C(CSc1ccsc1[N+](=O)[O-])NCc1ccco1,2.1%,0.578,-0.325,0.551,-0.653,i,-8.4,0.4,1052,-0.47,1297,5.6,2.8,9.7,1.0,673,.,-10.2,16.1
CCN1CCCC1CNC(=O)CCc1nnc(CCC2CCCCC2)o1 (stereo not drawn),-0.1%,-0.321,-0.331,-0.695,1.11,i,10.8,2.3,1497,-0.22,1516,2.9,1.3,0.7,12.8,578,-0.7%,5.2,-22.9
CCOC(=O)c1csc(NC(=O)c2ccc(N3C(=O)CCC3=O)cc2)n1,1.5%,0.166,0.526,0.0311,0.683,i,2.9,-1.4,1087,.,.,5.3,0.9,6.5,-4.3,669,1.0%,-7.2,-11.2
CCOC(=O)c1cnc(-c2ccccc2)nc1Oc1ccc(OC)cc1,-12.5%,-0.501,-0.294,-0.213,0.804,i,11.0,-2.6,993,0.85,1571,3.1,1.4,7.9,-3.5,666,0.5%,-1.6,6.2
Cc1cc(/C=C\c2ccccc2)nc2ccccc12,-1.0%,0.172,-0.398,0.318,2.61,i,4.4,-3.3,1042,-0.57,1490,1.3,1.1,2.9,21.5,677,-4.8%,70.6*,38.4*
O=C(c1ccc(F)cc1)c1cn(Cc2ccc(F)cc2)c2cc3c(cc2c1=O)OCCO3,-0.8%,-0.722,-0.207,0.35,0.474,i,6.7,-0.4,558,-1.13,1324,3.9,1.7,7.6,.,.,-4.4%,13.1,-7.0
NC(=O)N1CCc2ccccc21,-3.0%,0.517,-0.168,0.274,-0.479,i,19.4,-3.5,1098,-0.32,1229,1.0,2.3,7.1,2.1,663,-0.4%,-5.6,-12.4
COC(=O)CN1C(=O)C(O)(CC(=O)c2ccc(C)o2)c2ccccc21 (stereo not drawn),-3.6%,-0.866,-0.216,-0.397,-0.251,i,7.3,0.3,1040,0.55,1286,3.1,1.3,4.6,20.8,800,0.2%,-12.4,-5.2
O=S(=O)(c1ccc(Cl)cc1)N1CCN(c2ncccn2)CC1,-4.7%,0.69,0.273,0.335,-0.207,i,9.4,-4.0,888,0.25,1426,3.5,2.0,6.2,8.3,810,-1.2%,-1.4,3.6
Cn1ncc([N+](=O)[O-])c1C(=O)N/N=C/c1cccc([N+](=O)[O-])c1,-11.2%,-0.791,0.105,-0.278,0.853,i,0.4,-2.1,979,0.69,1393,2.7,1.3,3.0,0.3,733,4.4%,-6.9,-10.1
CCn1cc(Cl)c(C(=O)N2N=C3/C(=C/c4cccs4)CCCC3C2c2cccs2)n1 (stereo not drawn),-4.3%,1.07,-0.18,0.215,-1.91,i,-4.7,1.0,934,-1.72,599,2.1,1.0,7.5,-36.7,733,2.6%,37.1,8.3
CC1CCCC(NC(=O)CSc2nnnn2C)C1C (stereo not drawn),-1.3%,0.688,-0.0951,1.16,-0.401,i,4.2,-1.8,1112,0.17,968,5.7,1.9,7.2,.,.,0.0%,13.2,3.0
